Lipid storage S3 = qHTS Assay for Lipid Storage Modulators in Drosophila S3 Cells. Drosophila S3 cells, BODIPY lipid droplet fluorescence, 18-24 h; cells fed with added oleic acid. lipid storage change, negative = inhibition, % at the top dose, mostly 46.1 µM; hits show Potency in µM. 0.64% of 320,000 active. AID 2685, 2010; active = well fitted inhibition curve with a large enough effect in the signal ratio, with a control signal flat, not every such curve was filed as active; inconclusive = small, poorly fitted or top-dose-only effect, or effect the other way, or a change in a side signal; the % refers to the signal ratio
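Laser-scanning cytometry quantifies lipid droplet accumulation (500–530 nm total intensity; droplet/cell object ratio) in oleic acid-fed (400 uM added) Drosophila S3 cells treated with a concentration series. 20 uM Triacsin C defined 100% inhibition.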
Lipid storage S3 cell count max = recorded beside Lipid storage S3, whose call it bears; cell number change, %; measured here: cell count max response;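 cells counted by Cell Tracker Red CMTPX staining in the red channel; peak over a dose series mostly up to 46.1 µM; percent activity relative to internal control wells on each plate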
* marks the source's active call; other numbers are inactive results; i = inactive; ? = inconclusive; / = not tested or not shown; [ ] = dose if it differs, or a comment. % is scaled to controls: 0 for no effect and ±100 for the full control effect; potency is read from the fitted curve at half-maximal effect. Not all compounds are listed (hit frequency here may not be typical).

SMILES	Lipid storage S3	Lipid storage S3 cell count max
COC(=O)c1ccccc1NC(=O)c1nc(S(=O)(=O)Cc2ccccc2)ncc1Cl	i	-21
O=C(NC12CC3CC(CC(C3)C1)C2)OCCNC1CCCCC1	1%	12
COc1ccc(CNCCC(c2ccc(F)cc2)c2ccc(OC(C)C)cc2)cc1OC (stereo not given)	?	/
CC(C)(C)c1cc(-c2n[nH]c(=S)n2-c2ccccc2F)n[nH]1	-1%	4
CC(C)(C)c1csc(NC(=O)CSc2nc3ccccc3c(=O)[nH]2)n1	?	/
CCn1c(CCC(N)=O)nnc1SCC(=O)Nc1cccc(S(=O)(=O)N2CCCC2)c1	?	/
COCON1C(=O)CN(C(C)=O)C1c1ccc(Cl)cc1Cl (stereo not given)	4%	-3
CCc1nn2c(NCCCO)cc(C)nc2c1-c1ccc(F)cc1	3%	15
CCCCNC(=O)CSc1nccn1Cc1ccccc1	?	/
COc1cccc(CNC(=O)CCC2CCCN(C(=O)c3csc(C(C)C)n3)C2)c1 (stereo not given)	?	/
Cc1c(C(=O)Nc2ccccc2N2CCN(C)CC2)oc2ccc(F)cc12	?	/
COc1ccc(N(CC(=O)N2CCOCC2)S(C)(=O)=O)c(OC)c1	?	/

Ordered by value in Lipid storage S3 cell count max (rising): some entries from above.
SMILES	Lipid storage S3	Lipid storage S3 cell count max
COC(=O)c1ccccc1NC(=O)c1nc(S(=O)(=O)Cc2ccccc2)ncc1Cl	i	-21
COCON1C(=O)CN(C(C)=O)C1c1ccc(Cl)cc1Cl (stereo not given)	4%	-3
CC(C)(C)c1cc(-c2n[nH]c(=S)n2-c2ccccc2F)n[nH]1	-1%	4

The list continues:
SMILES	Lipid storage S3	Lipid storage S3 cell count max
CC(=O)c1cccc(NC(=O)COc2ccccc2)c1	i	/
O=C(CNC(=O)C(c1ccccc1)c1ccccc1)OCC(=O)c1cccs1	-5%	8
CCOC(=O)C1CCN(C(=O)c2cccc(NS(=O)(=O)c3ccc(Br)cc3)c2)CC1	1%	6
COc1cc(C(=O)Nn2c(O)c(C3=c4ccccc4=NC3=O)sc2=S)ccc1O	17%	15
O=C(N=C1SC2CS(=O)(=O)CC2N1c1ccc(F)cc1F)C1CC1 (stereo not given)	i	-9
CN(CC(=O)Nc1ccc(F)c(F)c1F)C(=O)CCCSc1nc2ccccc2[nH]1	5%	5
COc1ccc(-c2nc(SC(C)C(=O)NCC3CCCO3)n[nH]2)cc1 (stereo not given)	?	/
O=C(NCCNC(=O)c1ccccn1)c1ccccc1	?	/
O=C(CSc1nnc(-c2cccnc2)o1)Nc1ccc(Cl)cc1	-1%	/
O=C(CSc1ccc(Cl)cc1)N1CCOCC1	?	/
Cc1ccc(C(=O)Cn2c(NCCO)nc3ccccc32)cc1	?	/
CC(=O)c1cccc(OCC(O)CN2CCN(C(=O)c3ccco3)CC2)c1 (stereo not given)	?	/
CC(=O)Nc1ccc(SC[C@H](C)CN2CC[C@H](O)CCC2=O)cc1	?	/
Cc1ccc(NC(=O)CN(C)C(=O)CNC(=O)c2cccs2)cc1	15%	-25
CCCC(=O)Nc1nnc(/C=C/c2ccc(OC)cc2)s1	-3%	1
CCC1CCCCN1CCCNC(=O)c1ccc2c(=O)n(CCOC)c(=O)[nH]c2c1 (stereo not given)	?	/
CC1CC(C)CN(CCC(=O)Nc2ccc3c(c2)CCC3)C1 (stereo not given)	-7%	7
Cc1ccc(OCCn2nc3ccccc3n2)c(C)c1	?	/
C#CCOCCOCCOCCNc1nc(N2CCN(C(=O)C(CCC(=O)O)n3cc(C(N)CC(C)C)nn3)CC2)nc(N2CCN(C(=O)C(Cc3cc4ccccc4[nH]3)n3cc(C(N)Cc4ccc(O)cc4)nn3)CC2)n1 (stereo not given)	-11%	3
COc1ccc(CCNC(=S)Nc2ccc(C)cc2C)cc1	?	/
O=C(OCC(=O)N1CCOCC1)c1c(Cl)ccc(Cl)c1Cl	i	/
CCNCC(=O)Nc1ccc(N2CCOCC2)cc1	?	/
CCN(CC)CCC(=O)Nc1cccc2c1C(=O)c1ccccc1C2=O	?	/
CCOC(=O)c1c(C)nsc1NC(=O)C1CCCCC1	i	-21

Structures above that contain a tert-butyl group, in the order listed:
SMILES	Lipid storage S3	Lipid storage S3 cell count max
CC(C)(C)c1cc(-c2n[nH]c(=S)n2-c2ccccc2F)n[nH]1	-1%	4
CC(C)(C)c1csc(NC(=O)CSc2nc3ccccc3c(=O)[nH]2)n1	?	/

Continuation:
SMILES	Lipid storage S3	Lipid storage S3 cell count max
COc1ccccc1CCNC(=O)COc1cccc2c1OC(C)(C)C2	?	/
Cc1cc(C)nc(NS(=O)(=O)c2ccc(NC(=O)Nc3ccccc3F)cc2)n1	-5%	-10
COC(=O)Cc1ccc(NC(=O)c2ccc(C)c(C)c2)cc1	0%	-1
O=S(=O)(NCC(c1ccc2c(c1)OCO2)N1CCOCC1)c1ccc(F)cc1 (stereo not given)	?	/
COc1cc(OC)cc(C(=O)Nc2ccccc2-c2nnn(CC(N)=O)n2)c1	?	/
CCOC(=O)C1CCCN(CCC(=O)Nc2c(C(=O)OC)[nH]c3cc(OC)ccc23)C1 (stereo not given)	?	/
CCCNC(=O)c1cc(C)no1	?	/
O=C(NCc1cccc(Cl)c1)C1CCN(c2nnc(N3CCCC3=O)s2)CC1	?	/
Cc1cc(C)n(-c2nc3ccccc3nc2Nc2ccc3[nH]c(=O)[nH]c3c2)n1	?	/
Fc1ccc(Nc2nc(-c3ccncc3)nc3ccccc23)cc1F	-4%	1
CCOC(=O)COc1ncn(-c2ccccc2)n1	?	/
CCCCNC(=O)Cn1cnc2ccc(S(=O)(=O)N3CCC(C)CC3)cc2c1=O	0%	11
CCCCCCCCC(=O)N/N=C/c1cccc(Br)c1	?	/
COc1ccc(CCN(C)C(=O)c2c(C)nn(-c3ccccc3)c2C)cc1OC	?	/
Cc1cc(=O)oc2cc(OCC(=O)N3CCN(C(=O)C4COc5ccccc5O4)CC3)c(Cl)cc12 (stereo not given)	?	/
COc1cc(Cl)c(C)cc1NC(=O)COC(=O)c1cc[n+]([O-])cc1	?	/
CCOC(=O)c1c(NC(=O)CCC(=O)N(CC)CC)sc2c1CC(C)(C)OC2	?	/
CCS(=O)(=O)N1CCC(C(=O)Oc2ccc(Br)cc2)CC1	6%	1
COc1cccc(C2/C(=C(\O)c3ccc4c(c3)OCCO4)C(=O)C(=O)N2CCCn2ccnc2)c1 (stereo not given)	?	/
COc1ccc(C(CNC(=O)CNC(=O)c2cccc(C)c2)N2CCOCC2)cc1 (stereo not given)	25%	-5
O=C(O)C1CCN(C(=O)CCN2C(=O)S/C(=C\c3ccccc3)C2=O)CC1	i	3
CCOC(=O)c1cnc(-c2ccccc2)[nH]c1=O	9%	3
O=C(Nc1ccc(N=Nc2ccccc2)cc1)c1ccccc1Cl	-8%	-10
O=C(CN(C(=O)c1csnn1)c1ccc(Br)cc1)NC1CCCCC1	?	/
COc1ccc(CNC(=O)N2CCN(c3ccccc3)CC2)cc1	?	/
CC1CCCC(C)N1C(=O)COc1ccc(C(=O)Nc2ccccc2N2CCOCC2)cc1 (stereo not given)	-26%	9
O=C(COC(=O)c1ccc(NS(=O)(=O)c2ccc(F)c(F)c2)cc1)NCC1CCCO1 (stereo not given)	9%	10
Cc1c(/C=N/NC(=O)c2cccnc2)cc(C#N)n1C	14%	2
Cc1nc(NC(C)(C)CO)c([N+](=O)[O-])cc1[N+](=O)[O-]	?	/
Cc1ccc(NNC(=O)c2ccno2)c(C)c1	9%	8
COc1ccc(C(CC(=O)c2ccccc2)CC(=O)c2ccccc2)cc1OC	i	-4
CC(C)OC(=O)c1c(NC(=O)Cn2cnc([N+](=O)[O-])n2)sc2c1CCCC2	?	/
COc1cc(C(=S)N2CCOCC2)ccc1OC(=O)c1ccccc1[N+](=O)[O-]	i	4
Cc1cccc2c1cnn2C(=O)Nc1cc(F)ccc1F	14%	7
C/C(CC(=O)NC1CCCCCC1)=N\NC(=O)c1cnccn1	11%	2
CCNC(=S)NNC(=O)c1cccn(Cc2ccc(Cl)cc2)c1=O	-3%	-6

Given with each value named: 3 of the compounds above.
C/C(CC(=O)NC1CCCCCC1)=N\NC(=O)c1cnccn1
  Lipid storage S3: 11% | Lipid storage S3 cell count max: 2
O=C(COC(=O)c1ccc(NS(=O)(=O)c2ccc(F)c(F)c2)cc1)NCC1CCCO1 (stereo not given)
  Lipid storage S3: 9% | Lipid storage S3 cell count max: 10
Cc1cccc2c1cnn2C(=O)Nc1cc(F)ccc1F
  Lipid storage S3: 14% | Lipid storage S3 cell count max: 7

(more compounds)
SMILES	Lipid storage S3	Lipid storage S3 cell count max
O=C(NNS(=O)(=O)c1ccccc1)c1sccc1-n1cccc1	15%	21
COc1ccccc1OCCCn1c(=O)sc2ccccc21	11%	-23
COc1ccc(C(=O)COC(=O)CN2C(=O)C3C4C=CC(C5CC45)C3C2=O)cc1 (stereo not given)	?	/
O=C(O)C(C(=O)/C=C/c1ccco1)=C1SCCS1	?	/
COc1cccc(CNC(=O)CCNS(=O)(=O)c2ccc3c(c2)CC(C)N3C(C)=O)c1 (stereo not given)	i	3
COC(=O)c1cc(C#N)c(N(C)Cc2ccccc2)nc1C	?	/
Cc1ccc(NC(=S)N(Cc2ccco2)C(C)c2cccs2)cc1 (stereo not given)	6%	-12
O=S(=O)(NCC(c1cccnc1)N1CCN(c2ccc(F)cc2)CC1)c1cccs1 (stereo not given)	i	/
CCn1c(CSc2nc(C)cc(C)n2)nnc1SCC(=O)Nc1ccccc1	i	/
COc1ccc(CNC(=O)CCS(=O)(=O)c2ccc3c(c2)oc(=O)n3C)cc1	?	/
Cc1cc(C)c2nc(Nc3nc(-c4ccccc4)cc(=O)[nH]3)nc(C)c2c1	?	/
CCOc1cc(S(=O)(=O)N2CCCC2)c(C)cc1C	-5%	3
Cc1nc(N)sc1-c1csc(Nc2ccccn2)n1	?	/
Cc1cccc(NC(=O)Cn2c(=O)oc3ccccc32)c1C	i	8
COc1cc(/C=N/NC(=O)c2ccncc2)c([N+](=O)[O-])cc1OC	?	/
Clc1ccccc1/C=N/c1cc(-c2ccccc2)nn1-c1ccccc1	-21%	-8
COc1ccc(-c2cc(C(=O)OC3CCOC3=O)c3ccccc3n2)cc1OC (stereo not given)	?	/
CCN(CC)C(=O)c1cc(C(C)(C)C)c(O)c(C(C)(C)C)c1	18%	/
O=C(N/N=C/c1coc2ccccc2c1=O)c1cc(Br)ccc1O	4%	14
CCOC(=O)c1c(C)[nH]c(C(=O)OCC(=O)N2CCN(S(=O)(=O)c3ccc(C)cc3C)CC2)c1C	i	-14
C/C(=N\Nc1ccccn1)c1ccc(C#N)cc1	?	/
COc1cc(C2c3c(n[nH]c3C)C(=O)N2c2ccc(C)cc2)ccc1O (stereo not given)	25%	7
O=c1ccc2ccc(O[C@@H]3O[C@H](CO[C@@H]4OC[C@](O)(CO)[C@H]4O)[C@@H](O)[C@H](O)[C@H]3O)cc2o1	-11%	1
O=C(Nc1ccccc1C(=O)Nc1ccc(F)cc1)c1ccco1	i[0.369 µM]	10
O=c1[nH]nc(SCc2ccccc2)c(=O)[nH]1	-16%	0
CCOc1ccc(-c2cccc(NS(=O)(=O)c3cc([N+](=O)[O-])ccc3Cl)c2)nn1	i[0.0737 µM]	8
O=C(O)c1cc2nc(-c3ccc(F)cc3)cc(C(F)(F)F)n2n1	8%	-8
CC(=O)Nc1ccc(N2CCN(C(C)=O)CC2)cc1	-23%	/
Cc1cnc(NC(=O)C2CCCC2)s1	?	/
CC1(c2ccc([N+](=O)[O-])cc2)NC(=O)N(CC(=O)Nc2ccc(N3CCCCC3)cc2)C1=O (stereo not given)	?	/
COc1ccccc1C(CNC(=S)NCc1ccccc1)N1CCCC1 (stereo not given)	-3%	2
O=C(CC(C(=O)O)c1ccccc1)Nc1ccccc1 (stereo not given)	?	/
CC(=O)N(C(C)=O)N1C(=O)c2cccc3c(N4CCOCC4)ccc(c23)C1=O	?	/
COc1ccccc1N(C)S(=O)(=O)c1ccc(Cl)c(C(=O)NCc2cccnc2)c1	-7%	-20
CN(C)/C=C/C(=O)c1ccc2noc(-c3ccc(F)cc3)c2c1	-14%	5
CCOC(=O)Cc1nnc(NC(=O)c2ccccc2OCC)s1	5%	8

Two entries from above in another layout.
compound | Lipid storage S3 | Lipid storage S3 cell count max
CN(C)/C=C/C(=O)c1ccc2noc(-c3ccc(F)cc3)c2c1 | -14% | 5
CCOC(=O)Cc1nnc(NC(=O)c2ccccc2OCC)s1 | 5% | 8

Going on with the list.
SMILES	Lipid storage S3	Lipid storage S3 cell count max
COc1ccc(Cl)cc1NC(=O)CNc1ccccc1N1CCOCC1	4%	-12
Cc1cc(C)n(C(=O)COc2ccccc2[N+](=O)[O-])n1	-3%	2
COCCNC(=O)COc1ccc(Nc2ccccc2)cc1	?	/
O=C(NCc1ccco1)c1ccc(S(=O)(=O)N2CCCc3ccccc32)cc1	i	-10
O=C(O)CCn1cc(C(=O)O)c(-c2ccccc2)n1	?	/
Cc1ccc(NC(=S)N(CCN(C)C)Cc2cc3cc(C)cc(C)c3[nH]c2=O)cc1	?	/
COc1ccc(N2CCN(C(=O)[C@@H](NC(=O)c3cc(OC)cc(OC)c3)C(C)C)CC2)cc1	5%	-1

Assay outcomes deposited in PubChem by National Center for Advancing Translational Sciences (NCATS).
